# Source: PubChem (National Center for Advancing Translational Sciences (NCATS))
# Apoferritin bind – binds horse apoferritin like a general anesthetic. P02791. apoferritin/1-aminoanthracene competitive binding, fluorescence. Potency, µM (titrated, usually from 77.5 µM), without a hit: top-dose activity change, negative = displacement, actives largely listed as inhibitors. 350,000 compounds, 0.074% hits; also: potency is read from the fitted curve at half-maximal effect; % is scaled to controls: 0 for no effect and ±100 for the full control effect; nearly all actives have a fitted effect of over 20% in size
# Target sequence (P02791 2-175 limits assumed): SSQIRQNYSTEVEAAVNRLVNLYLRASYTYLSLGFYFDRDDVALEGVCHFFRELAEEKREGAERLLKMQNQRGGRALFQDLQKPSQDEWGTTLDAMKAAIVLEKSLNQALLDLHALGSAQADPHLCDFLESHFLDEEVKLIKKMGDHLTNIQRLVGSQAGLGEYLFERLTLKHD
#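 Horse-spleen apoferritin (10 uM) was mixed with 50% saturated 1-aminoanthracene in PBS, exposed to compounds for 10 min at room temperature, and read for fluorescence (ex 380 nm, em 535 nm). Competitive displacement was fitted with a four-parameter Hill equation.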
# D2 PAM – positive allosteric modulators of human D2 dopamine receptor | 340,000 compounds, 0.34% hits | potentiation, % at 10 µM | HEK293 T-REx D2, calcium flux, EC20 dopamine potentiation | AID 485347;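 active = potentiation over 3 SD above the plate norm, cut at about 30% in these data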; also: 0% is about no effect
# Target sequence (P14416 whole entry, looked up): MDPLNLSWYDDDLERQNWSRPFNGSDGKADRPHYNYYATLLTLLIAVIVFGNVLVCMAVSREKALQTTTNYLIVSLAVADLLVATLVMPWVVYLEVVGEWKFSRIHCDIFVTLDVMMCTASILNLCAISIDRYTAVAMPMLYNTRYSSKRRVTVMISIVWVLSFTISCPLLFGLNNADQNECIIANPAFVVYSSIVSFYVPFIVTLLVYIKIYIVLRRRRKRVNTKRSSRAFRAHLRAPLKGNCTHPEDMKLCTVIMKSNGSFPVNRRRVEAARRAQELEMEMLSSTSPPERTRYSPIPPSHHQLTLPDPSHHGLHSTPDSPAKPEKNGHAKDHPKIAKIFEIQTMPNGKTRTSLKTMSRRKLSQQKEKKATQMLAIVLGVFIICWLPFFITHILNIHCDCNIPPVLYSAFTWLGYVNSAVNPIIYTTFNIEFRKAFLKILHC
#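 Primary screen. Calcium kinetics in induced HEK293 T-REx D2 cells: compound pre-addition 180 s, EC20 dopamine, 180 s more.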
# D1 ag – human D1 receptor agonism | 360,000 compounds, 1% hits | P21728 | HEK293 T-REx D1 cells, calcium flux, agonist mode | activation, % at 2 µM; in the data active = activation above about 30%; also: 0% is about no effect
#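 Agonism was scored from calcium flux recorded over 180 s (1 read/s) after pintool compound addition, following a 10-cycle baseline. Cells were inducible force-coupled HEK293 TREx D1, plated overnight at 30 C and loaded with no-wash calcium dye.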
# TRHR agonist – agonists of human TRH receptor; activation, % at 2 µM; 360,000 compounds, 0.18% hits; TRHR cells, calcium flux fluo-8, FDSS agonist mode; in the data active = activation above about 30%; also: 0% is about no effect
# Target sequence (P34981 whole entry, looked up): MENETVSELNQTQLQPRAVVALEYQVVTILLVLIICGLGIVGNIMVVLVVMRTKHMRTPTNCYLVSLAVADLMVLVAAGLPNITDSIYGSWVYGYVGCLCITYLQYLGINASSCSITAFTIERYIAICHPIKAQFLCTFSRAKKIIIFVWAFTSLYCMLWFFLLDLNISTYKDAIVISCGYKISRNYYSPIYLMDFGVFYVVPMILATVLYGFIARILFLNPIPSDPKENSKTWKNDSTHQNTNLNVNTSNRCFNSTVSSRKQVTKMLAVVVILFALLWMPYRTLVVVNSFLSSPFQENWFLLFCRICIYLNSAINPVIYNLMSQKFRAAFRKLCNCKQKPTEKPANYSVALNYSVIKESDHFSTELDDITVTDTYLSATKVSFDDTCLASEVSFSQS
#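 TRHR-expressing cells, plated overnight in medium with 10% serum, were loaded with fluo-8 calcium dye at room temperature. After a 10 s baseline, library compound was pin-added and calcium release was recorded kinetically (ex 480/em 530) as agonist response.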
# RXFP1 agonist – agonists of human relaxin receptor RXFP1 | Q9HBX9 | HEK293T-RXFP1 cAMP TR-FRET, 30 min; response scale: percent of porcine relaxin response, buffer zero | Potency, µM (highest dose often 57.5 µM), for the others: at the highest dose activation, hits mostly activators | 370,000 compounds, 0.3% hits | AID 2676; also: potency is read from the fitted curve at half-maximal effect; % is scaled to controls: 0 for no effect and ±100 for the full control effect; nearly all actives have a fitted effect of over 60% in size; many of its hits are not listed in these tables
#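 HEK293T cells stably expressing RXFP1 were pretreated with the PDE4 inhibitor Ro 20174, exposed to compounds for 30 min at 37C, lysed, and cAMP was read by TR-FRET. Data normalized to buffer (basal) and 29 nM porcine relaxin (100%).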
# RXFP1 antag – RXFP1 (human) relaxin receptor antagonism | Q9HBX9 | HEK293-RXFP1, relaxin-stimulated cAMP HTRF, 30 min; stronger effect = lower value | activity change, negative = inhibition, % at 57.5 µM | 350,000 compounds, 0.59% hits;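 active = activity change of -60% or lower, but not beyond a set lower limit; inconclusive = change between -60% and -40%, or beyond the set limit; inactive = change above -40%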; also: % is scaled to controls: 0 for no effect and ±100 for the full control effect
# D1 PAM – human D1 dopamine receptor positive modulation. 360,000 compounds, 0.036% hits. AID 504651. potentiation, % at 10 µM. HEK293 TREx D1 cells, calcium flux, dopamine EC20 potentiation; in the data active = potentiation above about 30%; also: 0% is about no effect
# D1 antagonist – human D1 dopamine receptor antagonism. HEK293 TREx D1 cells, calcium flux, dopamine EC80; stronger effect = lower value. activity change, negative = inhibition, % at 10 µM. 360,000 compounds, 3.2% hits. AID 504652; in the data active = activity change below about -30%; also: % is scaled to controls: 0 for no effect and ±100 for the full control effect
#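 Tetracycline-induced HEK293 T-REx cells with force-coupled D1 receptor were loaded with a no-wash calcium dye. Compound was added after a 10 s baseline and read kinetically for 180 s; EC80 dopamine was then added and calcium flux followed another 180 s.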
# TRHR enhancer – allosteric enhancers of human TRH receptor | P34981 | TRHR cells, fluo-8 calcium fluorescence, EC20 TRH enhancement | enhancement, % at 2 µM | 360,000 compounds, 0.66% hits; in the data active = enhancement above about 30%; also: 0% is about no effect
#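 Enhancer read-out: after compound pinning and an initial kinetic agonist-mode read, an EC20 of TRH (10 nM final) was injected and fluo-8 calcium signal (Ex 480/Em 530) followed at 1 s/cycle for 100 cycles in TRHR-expressing cells.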
# An asterisk follows results filed as active; ? = inconclusive; . = no result given; [ ] = dose if it differs, or a comment. Unless noted, calls follow the shape of the dose curve; as a rule, active = well fitted curve in the direction sought with a large enough effect; inconclusive = small, poorly fitted or top-dose-only effect, or another doubt; inactive = no such curve, though single readings can be large; an effect the other way counts as inactive or inconclusive.
# Abbreviations – A = Apoferritin bind; B = D2 PAM; C = D1 ag; D = TRHR agonist; E = RXFP1 agonist; F = RXFP1 antag; G = D1 PAM; H = D1 antagonist; I = TRHR enhancer
1. O=C(NCc1cccnc1)Nc1ccc(Cl)c(Cl)c1
  A = -20% | B = -19 | C = 13 | D = 0.6 | E = -0.9% | F = -3 | G = -6 | H = -46* | I = -7

2. O=C(Nc1ccc(OCc2ccccc2)cc1)c1cccnc1
  A = ? | B = 10 | C = 61* | D = 0.5 | E = -1.0% | F = 5 | G = 2 | H = 4 | I = -24

3. CC(=O)N1CCN(Cc2nc3cc(NC(=O)c4cccs4)ccc3n2C)CC1
  A = 4% | B = 7 | C = 6 | D = -0.7 | E = -0.6% | F = -5 | G = . | H = -6 | I = -1

4. Cc1ccc(CNC(=O)C2CCCN(S(=O)(=O)c3c(C)noc3/C=C/N(C)C)C2)cc1 (configuration not stated)
  A = 3% | B = 4 | C = 3 | D = 0.7 | E = 0.2% | F = 0 | G = 2 | H = -11 | I = 4

5. CNC(=O)/C=C1\NC(C)(C)Cc2ccccc21
  A = -8% | B = -3 | C = 1 | D = -2.2 | E = -1.0% | F = 11 | G = -3 | H = -7 | I = 15

6. Cc1ccc(S(=O)(=O)N2CCN(Cc3cccnc3)CC2)cc1
  A = -3% | B = -3 | C = 5 | D = -0.1 | E = 1.0% | F = 6 | G = -1 | H = -9 | I = -5

7. CCCCC(CC)Cn1c(O)c(/C=C2\C=NN=C2c2ccccc2)sc1=S (configuration not stated)
  A = -12% | B = 14 | C = 3 | D = 1.0 | E = -0.2% | F = . | G = 0 | H = 28 | I = -4

8. Cc1ccc(-c2ccc(C(=O)NCc3ccccc3)o2)c2ccccc12
  A = -8% | B = 3 | C = -1 | D = 0.0 | E = 4.4% | F = . | G = -1 | H = 20 | I = -4

9. CCOC(=O)c1cc2c(=O)n3cccc(C)c3nc2n(Cc2ccccc2Cl)c1=N
  A = -6% | B = -2 | C = -1 | D = 0.7 | E = 0.7% | F = . | G = -1 | H = 5 | I = -8

10. CN(C)S(=O)(=O)c1ccc2c(c1)c(=O)c(C(=O)NCCCN1CCCCCC1)cn2C
  A = 8% | B = -15 | C = 0 | D = -0.3 | E = 0.3% | F = -9 | G = 3 | H = 5 | I = 0

11. C[C@H](NC(=O)Cc1cccc2ccccc12)C(=O)N1CCCN(C)CC1
  A = -3% | B = 4 | C = 2 | D = 0.6 | E = 0.0% | F = -28 | G = -2 | H = 1 | I = 3

12. CSc1nc(NCCCO)c2c3c(sc2n1)CN(C)CC3
  A = -5% | B = -9 | C = 2 | D = 0.5 | E = 29% | F = -4 | G = 0 | H = 2 | I = -7

13. Cn1cc(-c2cc3n(n2)CCC(=O)N3CCCC(=O)Nc2ccc(F)cc2F)c2ccccc21
  A = -4% | B = 2 | C = 1 | D = -0.8 | E = -0.9% | F = -6 | G = 0 | H = -12 | I = -5

14. COCCN(C(=O)c1ccc(N2CCCC2=O)cc1)c1c(N)n(Cc2ccccc2)c(=O)[nH]c1=O
  A = . | B = 11 | C = 0 | D = 0.6 | E = -0.1% | F = 8 | G = 1 | H = -6 | I = 1

15. O=C(NC1CCCC1)c1cc(-c2ccccc2)nc2ccccc12
  A = -11% | B = -4 | C = 0 | D = -0.2 | E = 1.1% | F = -1 | G = -3 | H = 4 | I = -2

16. Cc1cc(OCC(=O)O/N=C(\N)c2ccccc2)ccc1Cl
  A = -6% | B = 1 | C = 15 | D = 0.9 | E = -0.8% | F = 4 | G = 3 | H = 2 | I = 1

17. O=C(c1ccccc1)C1CN(c2ccccc2)CC1c1ccc(Cl)cc1 (configuration not stated)
  A = -6% | B = -1 | C = 1 | D = 0.6 | E = -0.3% | F = . | G = -6 | H = -7 | I = 1

18. Cn1nc(C(=O)NCc2cccnc2)c2ccccc2c1=O
  A = -10% | B = 4 | C = 4 | D = 0.6 | E = 3.6% | F = -13 | G = 1 | H = -12 | I = -2

19. CCOC(=O)c1cc(S(=O)(=O)Nc2ccc(Br)c(C)c2)[nH]n1
  A = -16% | B = -8 | C = 2 | D = 0.0 | E = 0.7% | F = . | G = 3 | H = -3 | I = -1

20. CC(=O)c1ccc(OCCCC(=O)N2CCN(S(=O)(=O)c3ccc(C)cc3C)CC2)cc1
  A = . | B = -1 | C = 8 | D = -0.2 | E = 0.1% | F = -3 | G = -10 | H = -31* | I = -8

21. CCCCc1nnc(SCc2cc(=O)c3cc(F)ccc3[nH]2)n1C
  A = -7% | B = 2 | C = -2 | D = 0.0 | E = 2.5% | F = -11 | G = -1 | H = -5 | I = -4

22. Cc1ccnc(NC(=O)c2ccccc2[N+](=O)[O-])c1
  A = -11% | B = 3 | C = 1 | D = -1.2 | E = 4.3% | F = -5 | G = -3 | H = 23 | I = 2

23. Cc1cc(C)cc(OCC(=O)Nc2ccc(CN3CCCCC3)cc2)c1
  A = -15% | B = -4 | C = 3 | D = 1.1 | E = 0.5% | F = 7 | G = 1 | H = -1 | I = -3

24. O=C1NC(c2ccccc2)(C(F)(F)F)SC2=NCCCN12 (configuration not stated)
  A = -8% | B = 1 | C = 2 | D = -0.4 | E = 1.7% | F = 3 | G = -7 | H = 1 | I = -2

25. COc1ccccc1NC(=O)c1cn(C)c(=O)c2cc(OC)c(OC)cc12
  A = 4% | B = 9 | C = 2 | D = 0.2 | E = 1.7% | F = -2 | G = 0 | H = 1 | I = -1

# Random excerpt: 4 records from the list
# Abbreviations – A = Apoferritin bind; B = D2 PAM; C = D1 ag; D = TRHR agonist; E = RXFP1 agonist; F = RXFP1 antag; G = D1 PAM; H = D1 antagonist; I = TRHR enhancer
12. CSc1nc(NCCCO)c2c3c(sc2n1)CN(C)CC3
  A = -5% | B = -9 | C = 2 | D = 0.5 | E = 29% | F = -4 | G = 0 | H = 2 | I = -7

13. Cn1cc(-c2cc3n(n2)CCC(=O)N3CCCC(=O)Nc2ccc(F)cc2F)c2ccccc21
  A = -4% | B = 2 | C = 1 | D = -0.8 | E = -0.9% | F = -6 | G = 0 | H = -12 | I = -5

19. CCOC(=O)c1cc(S(=O)(=O)Nc2ccc(Br)c(C)c2)[nH]n1
  A = -16% | B = -8 | C = 2 | D = 0.0 | E = 0.7% | F = . | G = 3 | H = -3 | I = -1

4. Cc1ccc(CNC(=O)C2CCCN(S(=O)(=O)c3c(C)noc3/C=C/N(C)C)C2)cc1 (configuration not stated)
  A = 3% | B = 4 | C = 3 | D = 0.7 | E = 0.2% | F = 0 | G = 2 | H = -11 | I = 4

# 2 of the compounds above, with two lines to a compound:
# Fields – Apoferritin bind, D2 PAM, D1 ag, TRHR agonist, RXFP1 agonist, RXFP1 antag, D1 PAM, D1 antagonist, TRHR enhancer
4	Cc1ccc(CNC(=O)C2CCCN(S(=O)(=O)c3c(C)noc3/C=C/N(C)C)C2)cc1 (configuration not stated)
  3%, 4, 3, 0.7, 0.2%, 0, 2, -11, 4
18	Cn1nc(C(=O)NCc2cccnc2)c2ccccc2c1=O
  -10%, 4, 4, 0.6, 3.6%, -13, 1, -12, -2

# Further records follow.
# Abbreviations – A = Apoferritin bind; B = D2 PAM; C = D1 ag; D = TRHR agonist; E = RXFP1 agonist; F = RXFP1 antag; G = D1 PAM; H = D1 antagonist; I = TRHR enhancer
26. CN(C)c1oc(/C=C/c2cccs2)nc1S(=O)(=O)c1ccccc1
  A = ? | B = -17 | C = 1 | D = -0.2 | E = 2.4% | F = -9 | G = -6 | H = 20 | I = -3

27. COC(=O)C1=C(C)Nc2c(c(=O)n(C)c(=O)n2C)C1c1ccncc1 (configuration not stated)
  A = 8% | B = 2 | C = 10 | D = 0.9 | E = 0.5% | F = 7 | G = -1 | H = 2 | I = 1

28. COc1ccc(CCN2C(=O)CC(N3CCOCC3)C2=O)cc1OC (configuration not stated)
  A = 6% | B = -1 | C = 4 | D = 0.7 | E = -1.0% | F = 2 | G = 0 | H = 2 | I = -3

29. Cc1c(C(=O)O)sc2nc(CSc3ncc(C(F)(F)F)cc3Cl)[nH]c(=O)c12
  A = 2% | B = 10 | C = 7 | D = 0.7 | E = 2.5% | F = 3 | G = -4 | H = 33 | I = 1

30. Cc1ncc(S(=O)(=O)c2ccccc2)c(-c2ccccc2)n1
  A = -12% | B = -10 | C = 2 | D = -0.8 | E = 4.5% | F = -5 | G = -6 | H = 8 | I = -5

31. Cc1cccc(C(=O)Nc2sc(C(=O)N3CCCC3)c(C)c2C#N)c1
  A = -12% | B = 16 | C = -3 | D = 0.5 | E = 2.3% | F = 1 | G = -3 | H = 24 | I = -5

32. CCN(CC)C(=O)C(=O)c1cccn1-c1c(Cl)cccc1C#N
  A = -7% | B = 10 | C = 1 | D = 0.5 | E = -0.4% | F = 3 | G = 3 | H = 5 | I = -1

33. COc1ccc(C(=O)Nc2ccc(-c3nc4ccccc4s3)c(Cl)c2)cc1Cl
  A = -7% | B = 3 | C = 5 | D = 3.0 | E = 19% | F = . | G = 1 | H = -3 | I = -2

34. Nc1c(C(=O)NCCc2ccccc2)nnn1Cc1ccccc1
  A = -19% | B = -10 | C = 5 | D = -1.4 | E = 1.3% | F = 11 | G = 1 | H = -14 | I = -6

35. CCCN1C(=O)c2oc3cc(C)cc(C)c3c(=O)c2C1c1ccc(F)cc1 (configuration not stated)
  A = -9% | B = -6 | C = 0 | D = -1.0 | E = 7.3% | F = -5 | G = 1 | H = 11 | I = -3

36. COc1ccc(Br)cc1C(=O)Nc1ccc(O)cc1
  A = -3% | B = -5 | C = 1 | D = -2.3 | E = 1.9% | F = -6 | G = 0 | H = -7 | I = 6

37. O=C(N/N=C/c1ccccc1C(F)(F)F)c1ccc(O)cc1
  A = -15% | B = 2 | C = 3 | D = -1.3 | E = -0.3% | F = -7 | G = 10 | H = -13 | I = -3

38. CCN(C(=O)c1cc2cc3ccc(OC)cc3nc2o1)c1cccc(C)c1
  A = ? | B = 20 | C = -1 | D = -0.5 | E = 2.6% | F = . | G = 8 | H = -4 | I = -11

39. O=C(CNC(=O)Cc1ccccc1)NCC(=O)N1CCCCC1
  A = -3% | B = 1 | C = 3 | D = 0.7 | E = -2.4% | F = 11 | G = 4 | H = 6 | I = 6

40. CCOP(=O)(c1ccccc1)c1nc(-c2ccccc2C)oc1NCc1ccccc1 (configuration not stated)
  A = 3% | B = -2 | C = 2 | D = 0.7 | E = 7.7% | F = -4 | G = 0 | H = 5 | I = 0

41. Cc1ccc(NC(=O)N2CCN(Cc3nc4ccc(C)cc4o3)CC2)cc1
  A = 50%[activator] | B = -1 | C = 1 | D = -1.4 | E = -1.1% | F = . | G = 1 | H = 12 | I = 7

# Only part of the results is shown; rates above refer to the full screens.
